Assay outcomes from PubChem BioAssay.
p53 reactivator = re-activators of mutant p53; 0.063% of 320,000 active; Potency, µM (titrated, usually from 92.2 µM), for inactives: at the highest dose activity change, positive = activation, most hits filed as activators; H1299 p53-A138V BP100-luciferase reporter, luminescence, 24 h; AID 504706; also: potency is read from the fitted curve at half-maximal effect; % of control where 0% means no effect; nearly all actives have a fitted effect of over 45% in size
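H1299 (p53-null), stable ts p53-A138V + BP100-Luc; 1000 cells/well, Opti-MEM/10% FBS; cpd 4 pt, 1:5; 24 h, 37 deg C, 5% CO2; detection reagent 10 min RT; luminescence.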
B2AR arrestin = recruits beta-arrestin to the human beta2-adrenergic receptor. P07550. beta-arrestin recruitment to beta2AR, cell-based reporter. Potency, µM (titrated, usually from 46.1 µM), for inactives: at the top dose activation, hits mostly activators. 0.02% of 330,000 active. AID 492947;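 also: potency is read from the fitted curve at half-maximal effect; 0% = DMSO controls and full agonism = EC100 isoproterenol or metaproterenol; nearly all actives have a fitted effect of over 65% in size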
uPA generation = blocks generation of uPA at the cell surface; cell surface uPA generation assay, qHTS; Potency, µM (highest dose often 38.3 µM), for the others: at the highest dose activity change, negative = inhibition, actives largely listed as inhibitors; 0.31% of 330,000 active; AID 540303; active = well fitted inhibition curve with a large enough effect; inconclusive = small, poorly fitted or top-dose-only effect; inactive = no such curve, though single readings can be large or run the other way; tested in mouse RAW 264.7 cells; also: potency is read from the fitted curve at half-maximal effect; % is scaled to controls: 0 for no effect and ±100 for the full control effect; nearly all actives have a fitted effect of over 55% in size
TSG101-PTAP inh = blocks PTAP/TSG101 interaction to inhibit HIV-1 budding. Q99816. Fluorescence polarization, FITC-PTAP peptide / Tsg101 binding. Potency, µM (highest dose often 115 µM), for inactives: top-dose activity change, negative = inhibition, most hits filed as inhibitors. 340,000 tested, under 10 active; active = well fitted inhibition curve with a large enough effect in the main read-out, with a control signal flat, not every such curve was filed as active; inconclusive = small, poorly fitted or top-dose-only effect, or effect the other way, or a change in a side signal; inactive = no such curve, though single readings can be large or run the other way; also: potency is read from the fitted curve at half-maximal effect; % of control where 0% means no effect
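Fluorescence polarization binding of Tsg101 binding domain (10 uM final) to FITC-labeled PTAP peptide (50 nM final) in HEPES pH 7.5 buffer with NaCl, Tween 20, EDTA, TCEP. Compounds added before peptide; binding 20 min at RT.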
ELG1 genotox = induces genotoxicity in HEK293T cells with luciferase-tagged ELG1; HEK293T ELG1-luciferase reporter, luminescence, 16 h; Potency, µM (top dose mostly 46 µM), for inactives: at the highest dose activity change, positive = activation, hits mostly activators; 1.3% of 330,000 active; also: potency is read from the fitted curve at half-maximal effect; % of control where 0% means no effect; nearly all actives have a fitted effect of over 60% in size
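ELG1-luciferase HEK293T cells, 2,000/well; compound pinned in; 16 hr, 37 °C, 5% CO2; ONE-Glo, 30 min RT; luminescence on CCD imager.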
Eya2 inh = inhibitors of human Eya2 phosphatase activity | recombinant Eya2, OMFP fluorescence dephosphorylation (OMFP is methylfluorescein phosphate) | Potency, µM (highest dose often 76.9 µM), without a hit: at the top dose activity, negative = inhibition, most hits filed as inhibitors | 0.006% of 330,000 active; also: potency is read from the fitted curve at half-maximal effect; % is scaled to controls: 0 for no effect and ±100 for the full control effect
Target sequence (O00167 whole entry, looked up): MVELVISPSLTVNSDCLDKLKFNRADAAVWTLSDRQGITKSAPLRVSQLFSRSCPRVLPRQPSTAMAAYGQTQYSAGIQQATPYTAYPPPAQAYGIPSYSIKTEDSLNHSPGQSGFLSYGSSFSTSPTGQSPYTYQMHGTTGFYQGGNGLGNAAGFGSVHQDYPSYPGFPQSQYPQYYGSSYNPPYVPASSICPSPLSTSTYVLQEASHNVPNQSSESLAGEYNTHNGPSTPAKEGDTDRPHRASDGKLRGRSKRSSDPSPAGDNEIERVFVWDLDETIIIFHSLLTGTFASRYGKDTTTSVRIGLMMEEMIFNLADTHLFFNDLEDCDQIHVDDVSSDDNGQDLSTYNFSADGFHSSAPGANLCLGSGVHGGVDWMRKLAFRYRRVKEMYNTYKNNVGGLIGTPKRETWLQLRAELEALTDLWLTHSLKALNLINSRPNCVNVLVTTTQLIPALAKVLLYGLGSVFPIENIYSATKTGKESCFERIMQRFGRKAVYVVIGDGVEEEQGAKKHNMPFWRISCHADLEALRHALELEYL
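Eya2 protein (added as 0.2 uM solution) was preincubated with compound for 10 min at ambient temperature in 50 mM HEPES pH 7.5, 50 mM NaCl, 5 uM MgCl2, 0.05% BSA, 1 mM DTT. OMFP (added at 50 uM) then reacted 10 min; fluorescence read at 485/525 nm.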
a7 integrin act = integrin-mediated muscular dystrophy alleviation activation; alpha7betagal myoblasts, beta-gal FDG fluorescence, 48 h; AID 624291; Potency, µM (titrated, usually from 38.3 µM), without a hit: at the top dose activation, most hits filed as activators; 0.064% of 350,000 active;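 also: potency is read from the fitted curve at half-maximal effect; 100% = response of the positive control SU9516; nearly all actives have a fitted effect of over 60% in size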
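Alpha7betagal+/- myoblasts (passage 13) were plated 16-24 hr, then exposed to compounds (1:260 dilution of DMSO stock) for 48 hours at 37C. After MPER lysis, β-galactosidase reporter activity was read as FDG fluorescence (ex 480/em 540) after 30 minutes.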
ASM inhibitor = human S-ASM enzyme inhibition | P17405 | 0.006% of 340,000 active | placental ASM, HMU-PC fluorogenic substrate, 60 min | Potency, µM (series often up to 57.5 µM), inactives show at the highest dose activity change, negative = inhibition, hits mostly inhibitors; also: potency is read from the fitted curve at half-maximal effect
Target sequence (P17405 47-631 limits assumed): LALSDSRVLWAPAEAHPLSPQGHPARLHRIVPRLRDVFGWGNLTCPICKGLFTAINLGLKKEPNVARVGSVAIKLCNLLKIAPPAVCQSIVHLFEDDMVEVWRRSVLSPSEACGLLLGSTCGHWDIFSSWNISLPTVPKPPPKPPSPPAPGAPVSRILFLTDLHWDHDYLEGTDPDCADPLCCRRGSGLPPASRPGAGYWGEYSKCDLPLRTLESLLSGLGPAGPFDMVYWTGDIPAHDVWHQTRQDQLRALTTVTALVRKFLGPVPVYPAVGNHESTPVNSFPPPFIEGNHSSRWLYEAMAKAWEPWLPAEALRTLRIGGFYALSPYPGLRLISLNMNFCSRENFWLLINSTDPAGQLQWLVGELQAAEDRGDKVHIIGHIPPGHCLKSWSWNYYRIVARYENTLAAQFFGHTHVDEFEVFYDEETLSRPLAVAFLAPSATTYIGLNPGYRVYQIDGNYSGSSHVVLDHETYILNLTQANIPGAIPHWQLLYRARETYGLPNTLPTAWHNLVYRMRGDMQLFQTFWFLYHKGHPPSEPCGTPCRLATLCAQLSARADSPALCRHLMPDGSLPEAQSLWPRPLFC
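qHTS format. ASM enzyme prepared from human placenta hydrolyses the fluorogenic substrate HMU-PC0 (9 uM final) over 60 min at 37 °C after a 10 min compound preincubation.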
TRPV1 ag = human TRPV1 agonism; TRPV1-expressing cells, Fluo-8 calcium influx, agonist mode; 0.19% of 320,000 active; activation, % at 8.33 µM; AID 540275; in the data active = activation above about 80%; inconclusive = between about 30% and that limit; also: 0% is about no effect
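Fluo-8 calcium influx in TRPV1-expressing cells, kinetic read (ex 480/em 520 nm). Compound added and read 3 min for agonist activity, followed by capsaicin at EC20 final and 2 min further read for enhancement.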
USP2a block = inhibitors of human ubiquitin-specific protease USP2a. O75604. AID 463254. 0.01% of 330,000 active. Potency, µM (top dose mostly 38.3 µM), inactives show top-dose activity change, negative = inhibition, hits mostly inhibitors. USP2 core, Ub-CHOP2 coupled fluorogenic reporter, 485/531;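 also: potency is read from the fitted curve at half-maximal effect; plate controls were DMSO wells for no effect and full inhibition by NEM control for full effect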
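Cell-free coupled assay: 10nM USP2 core preincubated 30min RT with compound in Tris-HCl pH 8.0/CaCl2/CHAPS buffer, then 25nM Ub-CHOP2 and 25nM reporter substrate; fluorescence (Ex 485/Em 531) read after 60min RT, normalized to NEM inhibition, concentration-response curves fitted.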
BRCA1 expr up = BRCA1 expression activation; MCF7-BRCA1-FFLuc reporter, luminescence, 48 h; response scale: scaled: vehicle 0%, 10 µM genistein 100%; Potency, µM (highest dose often 46.1 µM), without a hit: at the top dose activation, most hits filed as activators; 1.1% of 380,000 active; AID 624202; also: potency is read from the fitted curve at half-maximal effect; nearly all actives have a fitted effect of over 80% in size; some results filed as inactive show a strong effect at the top dose
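Quantitative HTS in MCF7 cells stably reporting BRCA1 expression via firefly luciferase. Compound treatment lasts 48 h at 37 °C in phenol-red free MEM. Activation is expressed relative to genistein at 10 microM and DMSO.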
* hit, by the source's call; ? = inconclusive; . = no result given; [ ] = dose if it differs, or a comment. Unless noted, calls follow the shape of the dose curve; as a rule, active = well fitted curve in the direction sought with a large enough effect; inconclusive = small, poorly fitted or top-dose-only effect, or another doubt; inactive = no such curve, though single readings can be large; an effect the other way counts as inactive or inconclusive.

SMILES | p53 reactivator | B2AR arrestin | uPA generation | TSG101-PTAP inh | ELG1 genotox | Eya2 inh | a7 integrin act | ASM inhibitor | TRPV1 ag | USP2a block | BRCA1 expr up
COc1ccc(CCc2nnc(CCC(=O)NCC3CCCO3)o2)cc1 (stereo not given) | 10% | 3.0% | -2% | 1% | 1% | 11% | 1% | 7% | 10 | 4% | -2%
CCN1Cc2ccccc2-c2ccccc2S1(=O)=O | -11% | -0.3% | -2% | -4% | 3% | 5% | 39% | 2% | . | -2% | 4%
Cc1ccc(NS(=O)(=O)c2cc(C(=O)NCc3cccnc3)ccc2C)cc1 | 0% | -0.1% | 0% | . | 3% | -7% | -12% | 0% | 0 | -1% | -22%
Cc1ccc(Nc2c3c(nc4ccccc24)CCC3)cc1 | 1% | -0.3% | -10% | 0% | -15% | 6% | -44% | -3% | . | 4% | -37%
COc1ccc(N2CCN(C(=O)c3ccc(Br)cc3)CC2)c([N+](=O)[O-])c1 | -5% | 0.4% | 3% | 1% | -6% | -4% | 9% | -6% | 5 | 0% | -40%
COc1ccccc1-n1ccnc1SCC(=O)NCC1CCCO1 (stereo not given) | 0% | -0.8% | 10% | 0% | 1% | 5% | -12% | -2% | 1 | 2% | 2%
CCC(CO)NCc1ccc(OCC(O)c2ccccc2)c(OC)c1 (stereo not given) | 3% | 0.0% | ? | -4% | -11% | 10% | -6% | -5% | -15 | 0% | 14%
Cc1ccc(C(=O)OCC(=O)NC(=O)c2cccn2C)cc1 | -2% | 0.0% | . | -2% | 8% | 6% | 23% | -2% | 5 | -2% | -1%
CN(C(=O)COc1ncnc2sccc12)C1CCCCC1 | 5% | -0.4% | 11% | -7% | 3% | 14% | -4% | 4% | -2 | 0% | 6%
CCC[C@@H](CN[C@@H](CNC)C(C)C)NCCCCc1ccccc1 | 16% | -0.7% | ? | -2% | -11% | -9% | -5% | -2% | 2 | 3% | -17%
CNS(=O)(=O)c1ccc(NC(=O)c2csc(C)c2)cc1 | 5% | 0.4% | 5% | 3% | 15% | 3% | 12% | 0% | ? | 1% | 0%
CS(=O)(=O)N1CCN(C(=O)c2ccncc2)CC1 | 16% | -0.2% | -1% | 1% | 1% | -22% | -15% | 1% | 0 | 0% | 23%
CC1CCN(C(=O)CSc2nnc3ccccn23)CC1 | ? | 0.1% | -7% | 0% | ? | -25% | -18% | 1% | . | 3% | ?
CNS(=O)(=O)c1ccc(NC(=O)C2c3ccccc3Oc3ccccc32)cc1 | -11% | -0.4% | 11% | -2% | 14% | -10% | 10% | 4% | -2 | -1% | -35%
CC1CCN(C(=O)Oc2ccccc2)CC1 | 16% | -0.2% | -1% | -4% | 2% | 16% | -1% | 1% | 9 | 6% | 14%
O=C(O)c1ccc(NC(=O)c2cn(-c3ccccc3)nc2-c2ccccc2)cc1 | 30% | -0.2% | -1% | -3% | 11% | ? | 18% | 6% | 1 | 0% | 101%
Cn1cc(CCNC(=O)CCc2nnc(CCCCc3ccccc3)o2)cn1 | 13% | -0.2% | 4% | -5% | -2% | -13% | 10% | 4% | 5 | -1% | 0%
COc1ccc(-c2ccc3c(N)c(C(=O)NC(C)C)sc3n2)cc1OC | -2% | 0.5% | -5% | 0% | 2% | 1% | 3% | 279%[activator] | -4 | -1% | 5%
C=CCNc1nnc(SCC(=O)N2CCCCC2)c2ccccc12 | ? | -0.1% | 5% | . | 0% | 6% | 6% | 8% | 2 | 2% | 0%
CC(c1ccccc1)N1C(=O)NC(NC(=O)C(C)(C)C)(C(F)(F)F)C1=O (stereo not given) | -4% | -0.5% | 4% | -1% | 0% | 1% | -9% | 5% | -3 | -1% | -14%
CC1=C([N+](=O)[O-])C(c2ccc(Cl)cc2)NC(=O)N1 (stereo not given) | . | -2.0% | -3% | -4% | 6% | -1% | -4% | -2% | 2 | 2% | -13%
CCOc1ccc(Nc2cc(C)c3ccccc3n2)cc1 | 18% | 0.0% | 0% | -1% | 11% | -3% | -14% | 41%[activator] | -7 | -6% | 10µM*
C=CCNCC(O)COc1ccc(C(C)=O)cc1OC (stereo not given) | -1% | 0.1% | -1% | -7% | 1% | -6% | -13% | -2% | 1 | -7% | 0%
Cc1ccc(OCCCC(=O)Nc2ccc(Br)cc2)cc1 | 1% | 0.1% | -1% | -1% | 6% | 7% | 13% | -2% | ? | 1% | -16%
CCOC(=O)c1c(C)n(-c2ccc(C)cc2)c2ccc(OCC(O)CNCCCO)cc12 (stereo not given) | 10% | -0.7% | -1% | -1% | -6% | 7% | -69%[inhibitor] | -19% | 17 | 11% | -86%

(list continues)
SMILES | p53 reactivator | B2AR arrestin | uPA generation | TSG101-PTAP inh | ELG1 genotox | Eya2 inh | a7 integrin act | ASM inhibitor | TRPV1 ag | USP2a block | BRCA1 expr up
Cc1ccc(CSc2nnc(NC(=O)C3COc4ccccc4O3)s2)cc1 (stereo not given) | 9% | -1.8% | 1% | -2% | -4% | -19% | -4% | -5% | -5 | -1% | 32%
Nc1[nH]nc2nc(-c3ccccc3)[nH]c(=O)c12 | -4% | -0.1% | -2% | -5% | 0% | ? | 20% | 22% | 1 | 6% | -16%
CCCOc1ccc(C2C3=C(CCCC3=O)N(CC(=O)O)C3=C2C(=O)CCC3)cc1OCC | . | 0.0% | 1% | -2% | 0% | 13% | -15% | 4% | 2 | 0% | 2%
CC12C(=O)N(NC(=O)c3ccncc3)C(=O)C1C1C=CC2C1 (stereo not given) | 1% | -0.3% | 1% | -1% | 0% | -4% | -8% | -1% | -1 | 0% | -5%
CC(C)(C)c1ccc(C(=O)Nc2cccc3c(=O)[nH][nH]c(=O)c23)cc1 | ? | 0.5% | -6% | -19% | ? | -15% | 17% | 130%[activator] | ? | 7% | -24%
O=C(N=Nc1c(O)[nH]c2ccccc12)c1ccc(CN2CCOCC2)cc1 | 2% | 0.0% | -10% | 0% | -5% | -9% | -12% | -5% | -4 | 3% | 15%
O=C(Nc1ccc2nc(-c3cccnc3)[nH]c2c1)c1ccco1 | 9% | 0.0% | ? | 0% | -1% | 3% | 0% | -1% | -1 | -1% | 61%
CN1CCN(C(=O)CCN2C(=O)S/C(=C/c3ccc(Cl)cc3)C2=O)CC1 | 18% | -0.2% | -4% | -9% | 0% | -2% | -3% | 1% | 0 | 5% | 33%
COc1ccccc1OCC(=O)NCCCn1ccnc1 | 1% | 0.1% | 7% | -2% | -2% | 11% | 0% | 8% | -6 | 1% | -11%
O=C(NCCc1cccc(F)c1)/C(=C/c1cccnc1)NC(=O)c1ccccc1 | -2% | 0.2% | -18% | -2% | 1% | -3% | ? | -3% | 1 | 1% | -17%
C#CCOCCOCCOCCNc1nc(N2CCOCC2)nc(N2CCN(C(=O)CCCCCCCCCCNC(=O)[C@@H]([C@H](C)O)n3cc(C)nn3)CC2)n1 | -4% | -0.6% | 2% | . | -7% | -16% | 8% | 0% | 1 | -5% | 12%
Cc1ccc2nc(N3CCC(C(=O)NC4CCCCC4)CC3)sc2c1 | 6% | -0.5% | -2% | 0% | -10% | -6% | 1% | 0% | 5 | 2% | 0%
OC(COc1ccc(OCc2ccccc2)cc1)CN1CCOCC1 (stereo not given) | 1% | -0.2% | 1% | -7% | 12% | 4% | -5% | -3% | 3 | 1% | 37%
O=C(C[C@H]1C[C@H](C(=O)N2CCCCC2)[C@@]2(CCc3ccccc3)c3[nH]c4cc(-c5ccco5)ccc4c3CCN2C1=O)NCCC1=CCCCC1 | 12% | ? | 2% | 0% | 0% | 0% | 18% | ? | . | -5% | -23%
Cc1cc(C)c(-c2c(O)c3c(n(C)c2=O)CC(C)(C)CC3=O)c(C)c1 | -2% | -0.1% | 2% | -3% | 4% | 9% | 11% | 4% | 1 | 4% | -20%
O=C(OCc1ccccc1)C1=NNC2C(=O)N(c3ccc(Br)cc3)C(=O)C12 (stereo not given) | -1% | -0.2% | 0% | -8% | -1% | 0% | 0% | -2% | -2 | -1% | 7%
O=C1S/C(=C/c2ccc(N3CCOCC3)o2)C(=O)N1Cc1c(F)cccc1Cl | 12% | -1.0% | -2% | ? | 13% | 11% | -20% | ? | ? | 4% | 19%

Quoted at random: 2 records from the list.
SMILES | p53 reactivator | B2AR arrestin | uPA generation | TSG101-PTAP inh | ELG1 genotox | Eya2 inh | a7 integrin act | ASM inhibitor | TRPV1 ag | USP2a block | BRCA1 expr up
CCOC(=O)c1c(C)n(-c2ccc(C)cc2)c2ccc(OCC(O)CNCCCO)cc12 (stereo not given) | 10% | -0.7% | -1% | -1% | -6% | 7% | -69%[inhibitor] | -19% | 17 | 11% | -86%
CC(C)(C)c1ccc(C(=O)Nc2cccc3c(=O)[nH][nH]c(=O)c23)cc1 | ? | 0.5% | -6% | -19% | ? | -15% | 17% | 130%[activator] | ? | 7% | -24%
